RTF Ca sens act – cardiac RTF calcium sensitivity activators, primary screen, biochemical, IANBD-TnC fluorescence, EC20 calcium. 340,000 compounds, 0.24% hits. AID 493008, 2010. IANBD-labeled TnC RTF fluorescence at EC20 calcium; 0% EC20 calcium, 100% full calcium. Troponin I, cardiac muscle (Homo sapiens) + Troponin T, cardiac muscle (Homo sapiens) + …. activation, % at 7.2 µM;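 active = activation above the mean over all tested compounds plus 3 SD, cut at about 30% in these data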;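 note: rise in fluorescence read as greater calcium sensitivity of cardiac thin filaments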
CAL PDZ FP-1 – untagged CAL PDZ binding inhibitors, primary screen, biochemical, fluorescence polarization, HTS. Golgi-associated PDZ and coiled-coil motif-containing protein (Homo sapiens), Q9HD26. purified CAL PDZ, TMR-peptide fluorescence polarization, 1 h. inhibition, % at 24.9 µM. 300,000 compounds, 0.92% hits. AID 602252, 2012;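 active = mean inhibition of at least 30% with at least half of replicates also reaching 30%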;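 note: 0% = DMSO neutral control and 100% = excess unlabeled competitor peptide PRC23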
MITF act – activators of MITF-driven TRPM1 promoter reporter, primary screen, cell-based, SK-MEL-5, luciferase, single point; AID 588334, 2011; activation, % at 12.5 µM; 300,000 compounds, 0.75% hits; SK-MEL-5 TRPM1-promoter luciferase, 24 h; % of positive control, neutral wells = 0;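 active = mean activation of at least 80% with every replicate also reaching 80%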;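 note: 0% = neutral control wells and 100% = parthenolide positive control wells; values of inactives mirror those of a sister screen read the other way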
CDK5 inh – inhibitors of human CDK5/p35 kinase, primary screen, biochemical, single concentration | Cyclin-dependent kinase 5 (Homo sapiens) + Cyclin-dependent kinase 5 activator 1 (Homo … | Recombinant CDK5/p35, ADP-Glo luminescence, 60 min | inhibition, % at 10 µM | 330,000 compounds, 0.01% hits | AID 488839, 2010;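 active = highest replicate inhibition of at least 50% and at least 75% of replicates reaching 50%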;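 note: plate controls were DMSO neutral control for no effect and GW8510 at 10 µM for full effect; many of its hits are not listed in these tables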
Target sequence (Q00535 whole entry, looked up): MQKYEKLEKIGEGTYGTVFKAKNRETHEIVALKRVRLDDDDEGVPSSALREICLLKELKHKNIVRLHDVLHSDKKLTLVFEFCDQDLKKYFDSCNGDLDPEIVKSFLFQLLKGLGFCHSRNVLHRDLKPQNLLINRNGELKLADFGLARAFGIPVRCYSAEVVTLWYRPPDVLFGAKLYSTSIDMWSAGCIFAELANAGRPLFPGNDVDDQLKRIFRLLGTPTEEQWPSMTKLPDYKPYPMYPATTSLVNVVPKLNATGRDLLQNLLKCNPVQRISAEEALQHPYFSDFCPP
Target sequence (Q15078 whole entry, looked up): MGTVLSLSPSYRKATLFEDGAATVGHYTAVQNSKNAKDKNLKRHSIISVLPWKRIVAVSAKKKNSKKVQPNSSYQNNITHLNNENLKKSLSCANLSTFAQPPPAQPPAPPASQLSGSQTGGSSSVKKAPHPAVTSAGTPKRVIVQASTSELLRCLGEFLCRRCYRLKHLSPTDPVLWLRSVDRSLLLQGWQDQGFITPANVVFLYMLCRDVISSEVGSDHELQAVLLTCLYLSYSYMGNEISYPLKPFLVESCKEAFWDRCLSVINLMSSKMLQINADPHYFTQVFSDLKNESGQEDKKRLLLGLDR
Tat transport – E. coli Tat export inhibitors, primary screen, MC4100, TorA-mCherry reporter, fluorescence, single point. AID 488895, 2010. 340,000 compounds, 0.036% hits. inhibition, % at 10 µM;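 active = mean replicate inhibition at least 50% and at least half of replicates individually reaching 50%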;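 note: exported cargo escapes ClpAP degradation while cytoplasmic cargo is degraded and loses fluorescence; 0% = median of neutral control wells and 100% = median of NaSCN control wells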
Rtt109 Vps75 – inhibitors of C. albicans Rtt109/Vps75 HAT, primary screen, biochemical, ThioGlo CoA-SH fluorescence, plate reader; Histone acetyltransferase RTT109 (Candida albicans (strain SC5314 / ATCC MYA-2876)), …; purified Rtt109/Vps75, 4 h; inhibition, % at 34.9 µM; 330,000 compounds, 0.16% hits; AID 540336, 2011;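 active = inhibition of at least 50% in every replicate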
Target sequence (Q5AAJ8 whole entry, looked up): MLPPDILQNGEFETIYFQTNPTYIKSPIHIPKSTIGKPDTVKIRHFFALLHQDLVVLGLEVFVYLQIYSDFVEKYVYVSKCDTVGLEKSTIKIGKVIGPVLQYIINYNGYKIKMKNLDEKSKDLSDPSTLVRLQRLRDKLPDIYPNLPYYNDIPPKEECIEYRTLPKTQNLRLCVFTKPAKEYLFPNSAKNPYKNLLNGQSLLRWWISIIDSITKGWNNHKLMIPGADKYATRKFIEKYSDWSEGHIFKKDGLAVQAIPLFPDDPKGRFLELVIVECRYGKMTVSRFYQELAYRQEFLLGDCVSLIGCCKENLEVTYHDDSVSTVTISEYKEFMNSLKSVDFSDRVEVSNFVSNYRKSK
V-ATPase pHluor – regulators of yeast V-ATPase proton pumping, primary screen, pHLuorin cytosolic pH fluorescence. S. cerevisiae. response, % at 10 µM. 350,000 compounds, 0.37% hits; in the data active = response mostly above about 7.3%, no sharp cut-off; inactive = mostly below about 5.4%; note: actives read high; inactives centre near 0; some compounds called inactive have numbers as strong as hits
dFosB activator – activators of delta FosB homodimer, primary screen, biochemical, fluorescence polarization, TAMRA-CDK5 oligo, single point. Protein FosB (Mus musculus), P13346. activation, % at 25 µM. AID 493131, 2011. purified delta FosB; percent of positive-control signal above neutral wells. 340,000 compounds, 0.99% hits;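 active = mean activation above about 17%, with every replicate also reaching it, limit read from the data, passing the limit was not always enough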;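 note: fluorescence polarization rise as delta FosB binds a TAMRA Cdk5 AP-1 oligo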
Wnt bcat act – Wnt/beta-catenin pathway activators, primary screen, cell-based, plate reader, single point; activation, % at 9.35 µM; 300,000 compounds, 1.2% hits; Wnt/beta-catenin reporter cell assay, activator; in the data active = activation above about 30%, passing the limit was not always enough;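 note: 0% = neutral control wells and 100% = positive control wells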
CAL PDZ FP-2 – CAL PDZ peptide-binding inhibitors, primary screen, biochemical, fluorescence polarization, Cer-tagged CAL PDZ, HTS | Golgi-associated PDZ and coiled-coil motif-containing protein (Homo sapiens), Q9HD26 | purified CAL PDZ, TMR-peptide fluorescence polarization, 1 h | inhibition, % at 20 µM | 330,000 compounds, 0.02% hits | AID 504414, 2011;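 active = highest replicate inhibition of at least 40%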;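 note: plate controls were DMSO neutral control wells for no effect and unlabeled competitor peptide control wells for full effect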
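Material – purified CerCALP PDZ construct · Detection – FP readout, S and P plane fluorescence · Measure – percent inhibition from loss of millipolarization · Controls – unlabelled peptide for full inhibition, DMSO wells as neutral · Probe or stimulus – TMR-labelled reporter peptide T*-PRC34 bound in PDZ groove · Times – 1 h at RT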
Active calls of the source: *; x = not tested or not shown.

SMILES | RTF Ca sens act | CAL PDZ FP-1 | MITF act | CDK5 inh | Tat transport | Rtt109 Vps75 | V-ATPase pHluor | dFosB activator | Wnt bcat act | CAL PDZ FP-2
Cc1ccc(OCC(=O)Nc2ccc(CN3CCOCC3)cc2)cc1 | 0 | -2 | -1 | 0.1 | -10 | -1 | -3 | -11 | -1 | -2.0
Nc1ccc(C(=O)Nc2ccc(OC(F)(F)C(F)F)c(NC(=O)c3ccc(N)cc3)c2)cc1 | -1 | 0 | 4 | 0.8 | -6 | 2 | -1 | -5 | 2 | -0.2
O=C(CCS(=O)(=O)c1ccc(Br)cc1)NCCC1=CCCCC1 | -2 | 1 | 14 | -1.9 | -9 | 0 | 3 | -5 | 0 | -1.2
Fc1ccc(/C=N/Nc2nn[nH]n2)cc1 | -2 | -4 | 10 | -1.1 | -11 | -6 | 0 | -1 | 0 | -0.4
O=C(O)C1Nc2ccc(Br)cc2C2C=CCC12 (stereo unspecified) | -38 | -7 | x | -9.4 | 0 | 1 | 5 | -11 | x | 3.0
Cc1ccn(CCC(=O)N2CCCC(CCC(=O)N3CCN(c4ccccn4)CC3)C2)n1 (stereo unspecified) | 0 | 3 | -6 | -0.3 | -8 | 0 | 2 | 6 | -1 | -0.9
Cn1c(=O)c2c(nc(CN3CCN(c4ccccc4)CC3)n2Cc2ccccc2Cl)n(C)c1=O | 1 | -5 | -13 | 2.7 | -11 | 6 | -2 | -6 | x | -0.7
O=C(N/N=C/c1ccc(OC(=O)c2cccs2)cc1)c1ccc(F)cc1 | 6 | -3 | x | 1.6 | -6 | -2 | -1 | 33* | 6 | 1.9
c1ccc(-n2nnc3c(N4CCOCC4)ncnc32)cc1 | 1 | -2 | x | 2.2 | -8 | -13 | -2 | -7 | x | -0.2
COc1ccc(CCNC(=O)c2ccc([N+](=O)[O-])cc2Cl)cc1OC | 6 | -4 | 0 | 0.2 | 4 | -3 | 2 | 0 | 5 | -0.6
CC(=O)NCCNC(=O)c1ccc(NC2=NC3CS(=O)(=O)CC3S2)cc1 (stereo unspecified) | 1 | -2 | -5 | -1.3 | -5 | -3 | -1 | 3 | 0 | -1.8
COc1ccc(N2CCN(C(=O)c3cc4c(s3)-c3ccccc3S(=O)(=O)C4)CC2)cc1 | 6 | -1 | -7 | -2.8 | 13 | -6 | 9 | -8 | 2 | -1.8
CCCCN=CC1=C(O)CC(c2ccccc2)CC1=O (stereo unspecified) | -2 | x | 6 | -1.5 | 4 | -4 | -2 | -6 | -1 | -0.3
CN1CCN(Cc2c(O)c(Cl)cc3c(-c4ccccc4)cc(=O)oc23)CC1 | 0 | 0 | 0 | -1.0 | -4 | -41 | -3 | -7 | -4 | -2.6
Cc1ccc(NC(=O)c2c(C)nc3sc(C(=O)NC4CCCC4)c(N)c3c2-c2ccco2)c(C)c1 | -6 | -6 | -18 | -0.4 | -5 | -9 | 5 | -6 | -3 | -2.4
CCC(CO)N=C1CC(C)(C)CC(=O)/C1=C(/O)CCCN1C(=O)c2ccccc2C1=O (stereo unspecified) | 4 | -1 | -7 | -0.1 | -1 | 3 | 1 | -2 | -3 | -1.8
C/C(=N/NC(=O)c1sc(NS(=O)(=O)c2ccccc2)nc1C)c1sc(N)nc1C | 1 | x | -4 | -0.9 | -1 | -8 | -1 | 3 | 2 | 1.2
Cc1ccc(SCc2ccc(C(=O)NCc3ccncc3)cc2)cc1 | -2 | -6 | -6 | -0.2 | 9 | 8 | 2 | -2 | -3 | -0.7
COC(=O)c1ccccc1NC(=O)c1sc(Cl)nc1C | -3 | 1 | 8 | -0.4 | 2 | -6 | -2 | -6 | 6 | -2.0
O=C(NCCN1CCOCC1)/C(=C\c1ccccc1Cl)NC(=O)c1ccccc1 | 3 | 0 | 2 | -0.9 | -9 | 10 | 0 | -9 | -2 | -1.1
CC(=O)Nc1ccc2c(c1)C(=O)N(c1ccc(C)cc1)C2=O | -4 | 2 | 0 | 0.0 | 2 | 10 | 5 | -8 | 7 | -1.5
CC(=O)NCC(=O)N1CCCC(C(=O)c2ccc(-c3ccccc3)c(F)c2)C1 (stereo unspecified) | -3 | 8 | 4 | 0.5 | 0 | -4 | -1 | 3 | 0 | -4.1
Cc1cc(C)c2nc(N3CCC(C(=O)N4CCCC4)CC3)sc2c1 | -2 | -2 | -8 | -0.4 | -3 | 8 | -2 | 1 | -2 | 0.6
CCCCN1C(=S)NC[C@@H]1c1ccccc1 | 1 | -2 | 5 | -2.5 | 2 | 5 | 3 | 0 | 3 | -0.5
CCCOc1ccc(C(=O)NCCC(=O)NCCCC(=O)OCC)cc1 | -6 | -4 | 2 | -1.0 | -4 | -28 | -1 | -7 | x | -2.9

Of the compounds above, these contain bromine:
SMILES | RTF Ca sens act | CAL PDZ FP-1 | MITF act | CDK5 inh | Tat transport | Rtt109 Vps75 | V-ATPase pHluor | dFosB activator | Wnt bcat act | CAL PDZ FP-2
O=C(CCS(=O)(=O)c1ccc(Br)cc1)NCCC1=CCCCC1 | -2 | 1 | 14 | -1.9 | -9 | 0 | 3 | -5 | 0 | -1.2
O=C(O)C1Nc2ccc(Br)cc2C2C=CCC12 (stereo unspecified) | -38 | -7 | x | -9.4 | 0 | 1 | 5 | -11 | x | 3.0

Additional records:
SMILES | RTF Ca sens act | CAL PDZ FP-1 | MITF act | CDK5 inh | Tat transport | Rtt109 Vps75 | V-ATPase pHluor | dFosB activator | Wnt bcat act | CAL PDZ FP-2
CC/C(=N\Nc1nncc2ccccc12)c1ccc(F)cc1 | -2 | -1 | 88* | -2.8 | 0 | 1 | 0 | -11 | 20 | -2.4
CC1CCCCC12NC(=O)N(CC(=O)NCc1ccccc1Cl)C2=O (stereo unspecified) | -4 | -4 | -7 | -2.4 | -6 | 0 | 0 | -8 | -5 | 0.0
Cc1ccc(NC(=O)Cc2ccc3c(c2)CCCC3)cc1C | -1 | 3 | 6 | -0.4 | -2 | 5 | -1 | -7 | 0 | -0.8
CC1CC(C)CN(CC(=O)N2CCCc3c2c(=O)oc2ccc(OCc4ccccc4)cc32)C1 (stereo unspecified) | 6 | -2 | 7 | 0.1 | 11 | -1 | 3 | -21 | x | -2.4
COc1ccc2cc(C(C)C(=O)N3CCC(C)CC3)ccc2c1 (stereo unspecified) | 4 | -5 | x | 0.3 | -1 | 2 | -3 | -8 | 1 | -1.7
COc1ccc(CC(=O)N2CCN(c3ccccc3F)CC2)cc1OC | -4 | -1 | 4 | -0.5 | 4 | -6 | 0 | -11 | -3 | x
CCNC(=O)COc1ccc(-c2ccccc2)cc1 | 18 | -1 | x | 2.1 | 4 | -5 | -3 | -1 | 40* | -0.2
COc1ccccc1NC(=O)Nc1ccc2c(c1)nnn2C | 2 | -4 | 64 | -0.8 | -4 | -5 | -2 | 0 | x | -1.4
COc1ccc(-c2[nH]c(-c3ccc(F)cc3)nc2SCC(=O)NCc2ccco2)cc1OC | -2 | -2 | -2 | -0.3 | -5 | -4 | 1 | 5 | 10 | -0.2
COc1ccc(CNC[C@@H](CCCCN(C)Cc2ccc(OC)cc2)N2C[C@H](c3ccccc3)N(CCc3ccc(Cl)c(Cl)c3)C(=O)C2=O)cc1 | -3 | 0 | -96 | 0.2 | 1 | 19 | 0 | 46* | x | -7.4
Cc1sc2nc(C)n(/N=C/c3ccc(O)cc3)c(=O)c2c1C | 2 | 2 | x | -1.1 | -9 | 11 | 0 | -8 | x | -2.5
COc1cc2c(cc1OC)-c1nnnn1C(C)(C)C2 | -4 | -1 | -2 | 0.1 | -6 | 21 | 2 | -6 | x | -0.2
COc1ccc(N=C2CC(C)(C)CC(=O)/C2=C(/O)c2ccccc2)cc1 | -8 | 0 | -7 | -2.0 | 0 | x | x | -8 | x | -2.6
NS(=O)(=O)c1ccc(CCNC(=O)C2CCCCC2)cc1 | -1 | 1 | 0 | -2.8 | -1 | 13 | 0 | 0 | x | -0.7
CCN1CCN(C(C)C(=O)NC2CCCCC2)CC1 (stereo unspecified) | 8 | 0 | -4 | -2.4 | -5 | -1 | 0 | 1 | -4 | 0.0
CC1CCC2C(=O)N(c3cccc(C(=O)Nc4ccc(F)cc4)c3)C(=O)C2C1 (stereo unspecified) | -3 | -4 | -1 | 0.9 | -4 | -11 | 1 | -8 | 1 | -3.1
CC(O)[C@H](NC(=O)C1(c2ccccc2)CCN(C(=O)OC(C)(C)C)CC1)C(=O)O (stereo partly specified) | -1 | 0 | -6 | -1.7 | 0 | -2 | 2 | -13 | -1 | -0.1
COc1cc(S(=O)(=O)N2CCOCC2)cc(C(=O)OCC(=O)NC2CCCCC2)c1OC | -2 | 5 | -6 | 0.5 | -1 | 6 | 3 | -4 | -2 | 0.6
COc1ccccc1-c1cc(C2CC2)nc(N)c1C#N | 2 | x | -11 | -0.3 | 3 | 5 | -1 | 4 | x | -1.5
CC(=O)Nc1nc(C(=O)O)cs1 | -2 | -3 | 3 | 1.0 | 1 | -6 | 0 | 2 | -1 | -0.3
O=C(CS(=O)(=O)Cc1ccccc1)Nc1ccc2c(c1)OCO2 | 6 | -4 | 5 | 0.5 | -9 | 15 | -2 | -2 | 0 | -0.1
Nc1cc(Cl)cc2c1-c1ccc(Cl)cc1C2O (stereo unspecified) | 0 | -9 | 9 | 1.9 | 8 | -1 | 4 | 2 | -7 | 0.9
O=C(/C=C/c1ccccc1Cl)NCc1ccccc1 | 2 | -2 | 39 | -0.7 | 0 | 12 | -2 | -2 | -5 | -1.3
Cc1nnc(SCC(=O)Nc2ccccc2)n1CCc1ccccc1 | -3 | -2 | -4 | 0.1 | 4 | -3 | 1 | 6 | -1 | 0.2
CCCOc1ccc(NC(=O)CC2C(=O)N(CC)C(=S)N2CCCN2CCN(Cc3ccccc3)CC2)cc1 (stereo unspecified) | 1 | 1 | -73 | -0.4 | 9 | 6 | -2 | 0 | -4 | -0.1
Cc1ccc(/C=C(/NC(=O)c2ccccc2)C(=O)NCCc2c[nH]c3ccccc23)o1 | 12 | -6 | 0 | 0.7 | 3 | 12 | 1 | 2 | -4 | -0.4
CCOC(=O)Nc1ccc2c(c1)N(C(=O)CCN1CCN3CCCC3C1)c1ccccc1CC2 (stereo unspecified) | 8 | -1 | 13 | -1.7 | 8 | -12 | 0 | -5 | x | -1.2
Fc1ccccc1-n1cc(-c2ccccc2)[nH]c1=S | -2 | 0 | 5 | 2.1 | -4 | 6 | -3 | -9 | 5 | 0.5
CC(C)(C)S(=O)(=O)N1C[C@@H]2CC/C=C\C/C=C\2[C@H]1CCO | -5 | -3 | 3 | 0.7 | -3 | -5 | -3 | 8 | -2 | 0.2

High-throughput results from PubChem.

Outcome played no part in choosing rows, and some 4.1% of all compounds hit somewhere here.
